# HTR5A inv ctr: inverse agonist of human HTR5A in OPRM1-OPRD1 counter-screen | P47898 | HTR5A cell line, luminescence, inverse agonism | inhibition, % at 9.3 µM | hit rate 0.083% among 340,000 | AID 504634; in the data active = inhibition mostly above about 23%, no sharp cut-off; inactive = mostly below about 18%;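 note: 0% = cells with DMSO and 100% = no-cell wells with DMSO; some compounds called inactive have numbers as strong as hits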
# Target sequence (P47898 whole entry, looked up): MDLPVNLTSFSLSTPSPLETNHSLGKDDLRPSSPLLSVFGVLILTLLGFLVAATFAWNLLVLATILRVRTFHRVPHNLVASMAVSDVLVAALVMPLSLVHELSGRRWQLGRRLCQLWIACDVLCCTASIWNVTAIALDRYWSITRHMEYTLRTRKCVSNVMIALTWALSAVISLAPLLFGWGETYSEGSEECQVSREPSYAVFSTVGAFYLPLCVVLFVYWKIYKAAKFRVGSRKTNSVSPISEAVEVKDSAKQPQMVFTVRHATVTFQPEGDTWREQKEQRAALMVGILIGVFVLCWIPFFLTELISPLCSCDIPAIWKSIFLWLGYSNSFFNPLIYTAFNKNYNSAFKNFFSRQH
# E coli growth: counter-screen for AddAB inhibitors: E. coli growth inhibition | hit rate 0.27% among 330,000 | inhibition, % at 11.9 µM | AID 449728 | E. coli V3065 growth, OD600 absorbance, 18 h;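 active = inhibition above the campaign's mean inhibition across all tested compounds plus 3 SD, cut at about 9.9% in these data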;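 note: uninfected addAB+ strain grown without phage in ampicillin broth; 0% = DMSO wells and 100% = ciprofloxacin 0.95 µg/ml wells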
# phage Ecoli inh: E. coli growth loss with phage present | inhibition, % at 11.9 µM | growth absorbance | AID 651602 | hit rate 0.26% among 360,000; in the data active = inhibition above about 11%
# PfHsp90 yeast 2: growth inhibition of yeast expressing Plasmodium Hsp90 | AID 504621 | inhibition, % at 9.4 µM | hit rate 0.32% among 310,000 | S. cerevisiae expressing PfHsp90, BacTiter-Glo ATP, 48 h; yeast lacking PDR1 and PDR3 efflux regulators;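 active = every replicate shows inhibition above about 80%, whatever the replicate mean, limit read from the data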;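 note: 0% = DMSO neutral controls and 100% = 20 µM radicicol positive controls; yeast relying on Plasmodium falciparum Hsp90 in place of its own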
# AddAB inh: less growth of phage-infected E. coli with AddAB | E. coli expressing H. pylori AddAB, absorbance growth | inhibition, % at 11.9 µM | hit rate 0.29% among 330,000 | AID 435030; in the data active = inhibition above about 12%;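 note: 0% = vehicle wells of infected cells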
# PKA-R2B act: activates the human PKA-R2B holoenzyme complex | P22694+P31323 | AID 504700 | PKA-R2B holoenzyme dissociation, Cy5-IP20 fluorescence polarization; R2B truncated from residue 108, S112A mutant; 0% DMSO only, 100% 113 µM cGMP | activation, % at 11.4 µM | hit rate 0.079% among 340,000;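 active = activation above a cutoff set at the mean over all compounds plus 3 SD, cut at about 18% in these data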;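 note: higher means more holoenzyme dissociation and a rise in polarization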
# Target sequence (P31323 whole entry, looked up, other chains not shown, the tested form may be a part): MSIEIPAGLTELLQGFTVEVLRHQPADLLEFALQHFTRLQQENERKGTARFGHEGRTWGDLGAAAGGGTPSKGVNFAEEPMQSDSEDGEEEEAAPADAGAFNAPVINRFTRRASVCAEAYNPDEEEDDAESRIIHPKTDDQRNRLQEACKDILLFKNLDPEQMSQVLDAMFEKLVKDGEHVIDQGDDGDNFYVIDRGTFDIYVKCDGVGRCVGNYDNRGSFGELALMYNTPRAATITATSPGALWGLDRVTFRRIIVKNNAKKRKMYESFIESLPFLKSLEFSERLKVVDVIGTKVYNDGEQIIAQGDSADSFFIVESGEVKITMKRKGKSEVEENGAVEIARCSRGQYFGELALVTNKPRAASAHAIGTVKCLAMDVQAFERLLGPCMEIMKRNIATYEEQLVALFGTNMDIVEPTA
# PKA-R1A act: PKA-R1A complex activation | AID 504707 | hit rate 0.083% among 340,000 | activation, % at 11.4 µM | PKA-R1A dissociation, Cy5-IP20 fluorescence polarization; scaled: DMSO 0%, 113 µM cGMP 100%;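 active = percent activation above the mean of all tested compounds plus 3 SD, cut at about 19% in these data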;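 note: higher means more PKAc released from R1A so a rise in polarization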
# Tat transport: blocks Tat-dependent protein export in E. coli | E. coli MC4100 TorA-mCherry Tat export, fluorescence | inhibition, % at 10 µM | hit rate 0.036% among 340,000 | AID 488895;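 active = mean replicate inhibition at least 50% and at least half of replicates individually reaching 50%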;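 note: exported cargo escapes ClpAP degradation while cytoplasmic cargo is degraded and loses fluorescence; 0% = median of neutral control wells and 100% = median of NaSCN control wells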
# OPRM1-OPRD1 ag: OPRM1-OPRD1 heterodimerization agonism; P35372+P41143; cells, luminescence; activation, % at 9.3 µM; hit rate 0.3% among 340,000; in the data active = activation above about 18%;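 note: 0% = vehicle-treated cells and 100% = reference agonist; values of inactives mirror those of a sister screen read the other way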
# SUMO Mot1 rescue: blocks SUMOylation pathway, rescuing yeast Mot1-301 growth; AID 2716; hit rate 1% among 320,000; growth rescue, % at 18.8 µM; S. cerevisiae Mot1-301 growth rescue, ATP luminescence, 38.5C; percent above DMSO median, 100 means doubled;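 active = every valid replicate shows activation above 250% relative to neutral control wells; inactive = the rest, any valid replicate at or below 250%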;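 note: OY570 slx delta 5 strain wells were the positive control but not used for scaling; some compounds called inactive have numbers as strong as hits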
# MOR-DOR inv ag: inverse agonist of human OPRM1-OPRD1 heterodimerization; cell-based MOR-DOR heterodimer luminescence, inverse agonism; inhibition, % at 9.3 µM; hit rate 0.21% among 340,000; AID 504357; in the data active = inhibition above about 22%, passing the limit was not always enough;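 note: 0% = cells with DMSO and 100% = wells without cells with DMSO; values of inactives mirror those of a sister screen read the other way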
# The depositor's hits bear a star; · = no result given.
mol	HTR5A inv ctr	E coli growth	phage Ecoli inh	PfHsp90 yeast 2	AddAB inh	PKA-R2B act	PKA-R1A act	Tat transport	OPRM1-OPRD1 ag	SUMO Mot1 rescue	MOR-DOR inv ag
Cc1ccc(NC(=O)c2cc3ccccc3o2)cc1	-5	0.5	2.9	2	1.6	-9	-6	6	-0.4	14	2
Nc1sc2c(c1C(=O)NC1CC1)CCCC2	-2	0.9	2.1	3	1.5	4	2	8	-1.6	13	6
Cc1nn(Cc2ccc(C(=O)N3CCCC3)o2)c(C)c1[N+](=O)[O-]	10	·	2.5	-7	·	-2	-2	24	-1.7	·	12
O=C(Nc1ccc(Oc2ccc3ccccc3c2)cc1)c1ccco1	-4	3.9	1.2	-14	3.9	-9	-7	-2	3.4	6	-21
O=C1C(=O)N(Cc2cccnc2)C(c2ccc(Br)cc2)/C1=C(\O)c1ccc2c(c1)OCCO2 (stereo not drawn)	6	0.0	0.2	-17	3.2	-4	6	-1	1.5	-8	-8
COC1(OC)N=C(N)C2(C#N)C(c3ccc4c(c3)OCO4)C12C#N (stereo not drawn)	1	0.8	1.1	0	2.2	-5	-17	-16	-1.0	-6	6
Cc1ccc2nc(SCc3nnc(-c4cccs4)o3)[nH]c2c1	-7	0.5	-0.1	·	1.9	-5	-3	0	-1.6	-10	9
CN1CCN(C(=O)/C(=C/c2ccccc2Cl)NC(=O)c2ccccc2)CC1	-8	0.1	0.8	11	2.5	-7	-5	0	-2.8	3	15
CCN1CCN(CCCN(Cc2cccs2)C(=S)Nc2ccccc2C)CC1	31	-1.8	2.2	·	4.0	-5	-6	-6	-1.1	9	6
COc1ccc(CC(=S)NCCc2ccccc2)cc1	-21	-0.3	-1.5	-14	5.2	-3	4	-4	-1.8	-7	8
CCN1C(=O)c2cccc3c(NC(=O)C4CCCCC4)ccc1c23	9	-2.1	1.6	-8	2.1	-1	-7	-6	0.4	-11	-2
CS(=O)(=O)N1CCC(C(=O)N2CCN(c3ccc(F)cc3)CC2)CC1	-1	-0.8	1.9	-27	4.0	-3	-4	-6	-0.1	2	1
CC1CN(S(=O)(=O)c2cccc3nsnc23)CC(C)O1 (stereo not drawn)	-3	-0.7	2.5	10	1.8	-3	5	-2	-2.5	-8	15
O=C(NCCCCc1ccccc1)C1CC(c2cccc(F)c2)=NO1 (stereo not drawn)	-28	-1.2	2.6	-15	3.3	-5	-4	8	0.0	7	0
CCCCOc1ccc(NC(=O)c2cnc(C)cn2)cc1	-19	2.3	2.2	-14	2.1	4	1	-3	-1.6	71	8
O=C(O)Cn1c(-c2ccccc2)nc2ccccc21	-3	0.4	2.4	-8	2.4	3	-7	-9	-4.0	18	18
COc1cccc(CN(C)C(=O)c2ccccc2Sc2ccccc2C#N)c1OC	18	·	3.9	-10	·	5	-6	0	-1.0	15	3
CCC(C)(C)NC(=O)CN(C(=O)CCC(=O)Nc1ccccn1)c1ccc(F)c(Cl)c1	-34	0.2	-0.9	12	2.4	-7	-10	10	-1.4	-5	8
O=Cc1ccc(-c2ccc(C(=O)O)cc2)o1	20	0.2	1.9	-2	-1.3	-1	-4	-5	-1.7	7	9
Nc1ccc(C(=O)OCC(=O)Nc2ccc3c(c2)OCO3)cc1[N+](=O)[O-]	-2	-1.0	3.1	-7	1.0	2	4	0	-1.2	-24	6
O=C(Nc1cc(C(F)(F)F)ccc1Cl)c1cc(C2CC2)on1	-34	-2.2	2.7	·	-1.0	-12	-15	-2	-0.6	4	3
COc1ccc(C(=O)COC(=O)c2sc(C)nc2C)cc1Cl	-16	-0.7	1.3	-10	-0.8	-13	-5	-5	-1.0	10	4
COC(=O)c1ccccc1C(=O)N1CCCC(C(=O)c2cc(F)ccc2F)C1 (stereo not drawn)	-8	-0.2	1.6	-19	2.6	7	8	-2	-1.5	4	7
CCCC(=O)Nc1nnc(-c2cccc(OCC)c2)s1	-14	0.1	0.3	-18	-1.0	-1	-3	-5	1.0	-4	-6
O=C(Nc1ccc(N2CCOCC2)cc1)c1ccc([N+](=O)[O-])o1	-19	13*	8.3	-67	16*	-11	6	-3	4.8	3	-34
CCO/C=C1\C(=O)N(c2ccc(OCC)cc2)C(=O)c2ccccc21	6	-1.8	0.9	14	-0.9	-5	1	-1	-2.7	-12	13
O=C(Nc1ccc(N2CCN(C(=O)c3cccs3)CC2)cc1)c1ccccc1F	-15	0.2	0.4	-10	2.5	4	-3	-6	0.3	2	-2
O=C(CCc1ccccc1)Nc1ncc2c(n1)CCCC2=O	-11	-0.2	2.8	15	-2.0	-2	6	6	-2.4	119	13
Clc1ccc(N2CCCCCC2)nn1	6	-1.6	1.5	·	-1.2	-9	-6	2	0.6	-4	-3
Cc1cc(C)cc(NC(=O)c2ccc(S(=O)(=O)N(C)CC3CCCO3)cc2)c1 (stereo not drawn)	5	0.5	2.8	1	0.1	8	1	18	-3.8	14	19
CC(C)CNC(=O)c1c2c(nc3ccccc13)-c1ccccc1CC2	-1	-0.6	4.6	·	1.1	12	-3	0	1.0	6	-6
Fc1cccc(Oc2nc3ccccc3n3cccc23)c1	2	-0.4	2.3	2	3.8	-9	-5	-4	1.9	221	-10
COc1ccc(NC(=O)CCNS(=O)(=O)c2cccc(C(C)=O)c2)cc1S(N)(=O)=O	-14	-3.5	-2.8	-12	2.3	4	-7	9	-0.1	-31	1
Cc1c(Cl)cccc1NC(=S)N1CCN(c2ncccn2)CC1	-1	-2.9	3.2	0	1.2	-3	1	-8	2.1	-12	-15
O=C(NCC1CCCO1)c1cccc(S(=O)(=O)NCc2ccccc2)c1 (stereo not drawn)	9	1.3	-1.1	2	2.5	-10	-5	-4	-1.7	-21	9
CN(C)S(=O)(=O)c1ccccc1C#N	-8	-1.7	2.8	9	0.4	-5	-11	-3	-1.4	1	8
Cc1[nH]n(-c2ccccc2)c(=O)c1C=Nc1ccc(S(=O)(=O)N(C)C)cc1	-12	-1.7	-0.1	11	3.0	7	0	-9	-1.1	133	6
COc1ccc(-c2cc(C3CCN(CC(O)C(F)(F)F)CC3)[nH]n2)cc1 (stereo not drawn)	1	-2.6	1.2	3	1.3	1	3	4	-2.0	19	10
Cn1c(N)c(C(=O)COC(=O)COc2cc(Cl)c(Cl)cc2Cl)c(=O)n(C)c1=O	-17	0.8	-0.4	-28	-1.4	-1	-9	3	-0.6	14	3
CN(C(=O)c1cccn(Cc2ccccc2)c1=O)c1ccccc1	5	-1.3	4.1	25	2.4	-5	2	4	-2.0	-4	12
c1ccc(C2=Nc3c(ccc4ccccc34)C(c3ccncc3)=NN2)cc1	7	-1.7	0.7	-49	4.8	-1	3	13	-2.2	5	10
O=C(CSC1=NNC(c2ccccn2)S1)Nc1cccc(Cl)c1 (stereo not drawn)	·	2.8	8.3	-6	3.8	·	·	-9	·	157	·
O=C(NCc1ccccc1F)c1cc(=O)[nH]c2ccccc12	-16	3.3	1.5	-5	3.0	6	4	-5	-1.1	-13	7
Cc1ccc(C(=O)N2CCN(c3cccc(C)c3C)CC2)o1	-13	0.7	4.3	-43	1.6	7	-1	12	-2.6	3	13
Cc1cc(C)c2c(N)c(C(=O)c3ccc(Cl)cc3)sc2n1	-21	2.4	2.8	6	3.5	0	-4	-2	-0.4	28	2
CCn1c(SCc2ccc(F)cc2)nc2ccccc2c1=O	0	1.5	2.7	1	0.2	1	-2	-1	0.0	-11	0
CCc1nc2ccccc2c(C(=O)OCc2nc3ccccc3c(=O)[nH]2)c1C	-14	-2.8	2.9	4	-0.2	6	0	-11	1.6	4	-8
O=C(c1cccc(F)c1)N1CCC(O)(c2cccnc2)CC1	-5	0.5	2.1	4	0.7	7	-4	-2	1.1	16	-7
CCCCn1c(SCC(=O)c2c(N)n(C3CC3)c(=O)[nH]c2=O)nc2cc(S(N)(=O)=O)ccc21	-3	·	4.5	5	·	12	4	3	-1.1	·	7
COc1ccnc(Oc2ccc(F)cc2)c1C#N	·	2.4	5.2	4	1.5	·	·	-4	·	-15	·
Cc1ccc(NS(=O)(=O)c2cccc(C(=O)N3CCCCC3)c2)cc1	4	-1.1	3.5	-11	-0.6	0	-4	1	-2.5	28	12
COc1ccc(C(=O)OCc2cc(=O)n3ccsc3n2)cc1F	6	-2.8	2.4	-2	-0.3	3	-7	7	-2.6	-2	14
COc1cc(NC(=O)C2CCCO2)c(OC)cc1NC(=O)c1ccccc1 (stereo not drawn)	2	-0.7	1.4	·	1.9	-3	-10	-6	-0.9	40	4
CCOC(=O)c1cc2c(=O)n3cccc(C)c3nc2n(Cc2ccco2)c1=NC(=O)c1cccnc1	8	·	3.1	-4	·	6	2	-5	-2.2	·	13
COC(=O)c1ccc(CSc2nnc(Nc3cccc(OC)c3)s2)o1	-19	1.1	1.2	1	4.5	-4	-9	4	0.9	5	-4
CC1CCN(C(=O)c2[nH]cnc2C(=O)NCC(=O)OCc2ccccc2)CC1	-73	-1.0	1.8	-11	3.4	-1	4	-8	-1.9	790*	10
CNc1nc(NCc2ccccc2)nc(N)c1[N+](=O)[O-]	6	-0.7	0.1	-11	1.0	5	10	-1	-1.7	9	9
CCC(=O)c1ccc(OCC(=O)O)cc1	-4	·	1.9	-7	·	-10	-15	-5	-1.5	·	7
O=C(O)COc1ccccc1/C=C1\SC(=S)N(NC(=O)c2ccccc2O)C1=O	2	1.0	3.8	-18	5.2	3	-8	0	-2.1	11	12
CCc1cccc(NS(=O)(=O)c2ccc3c(c2)oc(=O)n3C)c1	20	-1.1	2.3	·	1.0	-3	5	5	-1.3	4	7

# Next entries
mol	HTR5A inv ctr	E coli growth	phage Ecoli inh	PfHsp90 yeast 2	AddAB inh	PKA-R2B act	PKA-R1A act	Tat transport	OPRM1-OPRD1 ag	SUMO Mot1 rescue	MOR-DOR inv ag
O=C(CSc1nnc(-c2ccccc2)c2ccccc12)NCC1CCCO1 (stereo not drawn)	-1	1.5	·	·	-0.2	-4	-16	5	-2.9	51	14
Cc1ccc(-n2cc[nH]c2=S)c(C)c1	·	-0.5	3.1	1	0.6	·	·	0	·	-16	·
NC(=O)NCc1cccs1	6	0.9	2.5	-16	1.7	5	11	-3	-0.6	-5	3
CCOc1ccc(C(=O)CN2CCN(S(=O)(=O)c3ccc(OC)cc3)CC2)cc1	6	-1.6	0.2	17	2.4	-3	-9	5	-2.8	17	12
Cc1cc(=O)oc2cc(NC(=O)c3ccnn3C)ccc12	4	-0.3	·	0	1.1	1	-14	-4	-3.3	-2	17
O=S(=O)(NCC1CCCO1)c1ccc(Br)s1 (stereo not drawn)	3	1.7	1.9	-9	1.5	-6	-1	-1	-0.8	-21	4
CCN(C[C@H]1N[C@@](Cc2ccccc2)(C(=O)OC)[C@H]2C(=O)N(Cc3ccccc3)C(=O)[C@@H]12)C(=O)NC(C)C	5	-1.8	0.7	-6	1.2	-7	-2	-3	-2.5	-18	12
CCOCCc1nnc(NC(=O)CN2C(=O)c3ccccc3C2=O)s1	-16	1.7	0.8	17	0.7	6	11	-3	-3.1	-9	14
